TRPC6 activator = mouse TRPC6 channel activation; 310,000 tested, 0.13% active; HEK293-TRPC6 membrane potential dye fluorescence; hits give high values; B-score at 10 µM; AID 2550;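 active means B-score of the integrated fluorescence ratio above library mean plus 3 SD, and starting fluorescence ratio within library mean plus 5 SD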;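 further: higher score means more depolarization so channel activation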
RGS4 act = potentiators or activators of RGS4; B-score at 10 µM; HEK293 M3R/inducible RGS4, carbachol calcium flux Fluo4; hits give low values; 310,000 tested, 0.92% active; AID 463111;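 active means B-score of the integrated calcium signal more than 4 SD below the library mean, with starting fluorescence not abnormally high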;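 further: negative B-score means reduced calcium response which marks RGS4 activation or potentiation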
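System: HEK293 FlpIn-TREx cells, stable M3R, doxycycline-inducible RGS4. Timing: overnight RGS4 induction, 30 min dye load 37 °C, 20 min compound RT. Also added: carbachol, ECmax concentration. Measured by: Fluo4 fluorescence kinetic imaging of calcium. Evaluation: integrated calcium ratio converted to B score.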
HIF act = HIF pathway transcriptional activation; U2OS HRE-luciferase reporter, luminescence; normalized: DMSO 0%, desferrioxamine 100%; activation, % at 7.5 µM (by protocol); 300,000 tested, 0.32% active;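 active means mean activation of at least 10% of the iron chelator positive control signal, with at least half of replicates also reaching 10%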
MrgX1 agonist = activates human MrgX1 receptor signaling; Q96LB2; B-score at 10 µM; MrgX1-HEK293 cells, Fluo-4 calcium fluorescence, agonist mode; hits give high values; 310,000 tested, 0.44% active;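 active means calcium response B-score plate-corrected fluorescence ratio at least 3 library SD, with starting fluorescence B-score inside 5 SD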
Target sequence (Q96LB2 whole entry, looked up): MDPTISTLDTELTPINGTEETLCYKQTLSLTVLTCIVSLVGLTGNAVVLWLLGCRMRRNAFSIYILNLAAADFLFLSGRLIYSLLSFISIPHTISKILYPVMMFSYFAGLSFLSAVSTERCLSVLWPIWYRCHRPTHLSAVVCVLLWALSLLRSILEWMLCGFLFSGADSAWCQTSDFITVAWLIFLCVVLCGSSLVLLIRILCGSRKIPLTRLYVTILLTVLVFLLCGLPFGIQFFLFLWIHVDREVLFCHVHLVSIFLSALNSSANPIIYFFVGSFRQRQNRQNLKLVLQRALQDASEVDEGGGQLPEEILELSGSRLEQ
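Test system: HEK293 cells stably expressing human MrgX1 receptor; amount: 15,000 cells per well; doses: compound delivered in addition one of three; times: overnight plating before 1 h dye loading; detection: Fluo-4 NW calcium-flux fluorescence, kinetic read; read-out basis: B-scored fluorescence response ratio; controls: positive and negative controls per plate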
SKKanGAS inh = SKKanGAS growth inhibition. S. pyogenes SKKanGAS, kanamycin growth, BacTiter-Glo, 6 h. inhibition, % at 7.5 µM. 300,000 tested, 1.3% active. AID 1662;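 active means mean replicate score, as percent of positive control median, at least 50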;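 further: strain carries kanamycin resistance gene driven by streptokinase promoter and grows in 40 µg/ml kanamycin; loss of luminescence reflects streptokinase promoter inhibition or plain growth inhibition; 0% = median of DMSO wells and 100% = positive control at its reference dose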
Platelet DG rel = modulates dense granule release in human platelets; 300,000 tested, 0.22% active; human platelet-rich plasma, SFLLRN dense granule ATP release, luminescence; inhibition, %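 (compounds screened at 7.5 µM in platelet-rich plasma)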; AID 1663;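 active means mean replicate score, as percent of positive control, at or above 50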
TRPC6 inh = blocks the mouse TRPC6 cation channel | Q61143 | 310,000 tested, 1.1% active | AID 2553 | HEK293-TRPC6, membrane potential dye, ACh-evoked depolarization; hits give low values | B-score at 10 µM;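 active means B-score under library mean minus 3 SD, initial fluorescence not abnormally high, positive integrated signal ratio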;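 further: B-score derived from integrated fluorescence ratio over the kinetic read; more negative B-score means stronger inhibition of depolarization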
TRPC4 inh = inhibitors of mouse TRPC4 channel. Q9QUQ5. HEK293 TRPC4beta/mu-opioid, DAMGO-evoked Fluo4 calcium flux; hits give low values. B-score at 10 µM. 300,000 tested, 0.39% active. AID 2247;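 active means B-score over 3 SD under the library average, no early fluorescence shift, positive overall ratio signal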
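Assay system: HEK293 cells with stable TRPC4beta plus mu-opioid receptor expression; Probe or stimulus: DAMGO in two steps, submaximal then maximal; Dosing: single-point compound dosing; Measured by: Fluo4 calcium-dye fluorescence, kinetic read; Read-out basis: B score from integrated Fluo4 fluorescence ratio.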
MrgX1 antagonist = human MrgX1 receptor antagonism, primary screen. Q96LB2. 310,000 tested, 1.3% active. B-score at 10 µM. MRGX1-HEK293 calcium flux, Fluo-4, BAM8-22 antagonism; hits give low values;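 active means calcium-response B-score plate-corrected more than 3 library SD below zero, starting fluorescence within 5 deviations, no agonist response on first addition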;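 further: peak minus trough fluorescence over baseline after final BAM8-22 challenge near maximal dose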
RGS4 inh = human RGS4 inhibition. B-score at 10 µM. HEK293 M3R/RGS4 inducible, Fluo-4 calcium flux; hits give high values; triggered by carbachol at its EC20. P49798. 310,000 tested, 0.45% active;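 active means B-score, a plate-corrected calcium signal, over three deviations above library mean, with baseline fluorescence within five deviations of library mean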;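 further: RGS4 expression induced by doxycycline in cells with stable M3 receptor; B-score is computed from the integrated fluorescence ratio over baseline after carbachol; higher B-score means a larger calcium signal and so more RGS4 inhibition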
Target sequence (P49798 whole entry, looked up): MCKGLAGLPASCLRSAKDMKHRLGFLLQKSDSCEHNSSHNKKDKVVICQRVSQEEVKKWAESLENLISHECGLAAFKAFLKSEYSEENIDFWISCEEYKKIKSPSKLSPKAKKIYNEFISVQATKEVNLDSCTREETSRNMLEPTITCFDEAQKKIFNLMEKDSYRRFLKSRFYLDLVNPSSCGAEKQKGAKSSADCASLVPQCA
MrgX1 PAM = allosterically activates human MrgX1 receptor signaling; MrgX1-HEK293, Fluo-4 calcium flux, FDSS; hits give high values; B-score at 10 µM; 310,000 tested, 0.63% active; AID 588675;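 active means plate-corrected calcium response at least 3 library SD above typical, normal starting fluorescence, not activating the receptor alone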;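 further: compound read alongside a low EC10 to EC30 dose of BAM8-22 agonist; peak minus trough fluorescence over baseline measured at the second addition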
* marks the source's active call; other numbers are inactive results; i = inactive; . = not tested or not shown. Compounds as they come; about 6.1% have a hit in one of these screens.

SMILES	TRPC6 activator	RGS4 act	HIF act	MrgX1 agonist	SKKanGAS inh	Platelet DG rel	TRPC6 inh	TRPC4 inh	MrgX1 antagonist	RGS4 inh	MrgX1 PAM
COc1ccc(C(=O)NCc2nc3ccccc3[nH]2)cc1OC	i	i	-0.1	i	-7	2	i	i	i	i	i
CC1CCCC(C)N1C(=O)COC(=O)c1cc([N+](=O)[O-])ccc1N1CCOCC1 (configuration not stated)	i	i	-0.3	i	-6	-7	i	i	i	i	i
CCn1c(SCc2ccc(F)cc2)nc2ccccc2c1=O	i	i	-1.0	i	51*	3	i	i	i	i	i
COc1cccc(C2C(C#N)=C(N)N(N(C)C)C3=C2C(=O)CC(C)(C)C3)c1 (configuration not stated)	i	i	0.3	i	-2	5	i	i	i	i	i
CCOC(=O)C1CCN(S(=O)(=O)c2ccc(-c3cc(C(F)(F)F)n(C)n3)s2)CC1	i	i	0.3	i	5	3	i	i	i	i	i
Cc1c(C(c2ccc(Br)cc2)c2c(C)n(C)n(-c3ccccc3)c2=O)c(=O)n(-c2ccccc2)n1C	i	i	0.3	i	4	1	i	i	i	i	i
COC1CCCCC1Nc1cccc(SC)c1 (configuration not stated)	i	i	-0.6	i	1	-1	i	i	i	i	i
Cc1c(NC(=O)/C=C/c2ccc(S(=O)(=O)N3CCOCC3)cc2)c(=O)n(-c2ccccc2)n1C	i	i	0.3	i	-4	-1	i	i	i	i	i
CS(=O)(=O)c1ccc2nc(NC(=O)c3ccccc3Br)sc2c1	i	i	1.2	i	-3	7	i	i	i	i	i
O=C(O/N=C(/c1ccccc1)c1ccncc1)c1cccc(F)c1	i	i	-0.5	i	2	-5	i	i	i	i	i
O=C(COC(=O)CCc1ccc(S(=O)(=O)N2CCCCC2)cc1)Nc1ccc2c(c1)OCO2	i	i	0.1	i	-13	-8	i	i	i	i	i
CCOC(=O)COc1cccc2c(=O)n(CC(=O)N3CCc4ccccc43)ccc12	i	i	-0.3	i	4	3	i	i	i	i	i
O=S(=O)(NCc1ccccn1)c1ccc(Br)s1	i	i	-0.1	i	-12	-1	i	i	i	i	i
CN(C)/C=N/c1nc2nccc(-c3cccnc3)n2n1	i	i	-0.2	i	-5	-1	i	i	i	i	i
O=C(c1cccc(OC2CCN(Cc3ccc(F)cc3)CC2)c1)N1CCCC1	i	i	-1.7	.	2	-14	i	i	.	i	.
O=C(NCC1CCCO1)/C(=C\c1ccccc1)NC(=O)c1ccccc1 (configuration not stated)	i	i	-15	i	-3	-1	i	i	i	i	i
O=C(CN1C(=O)CCSc2ccc(S(=O)(=O)N3CCCC3)cc21)Nc1ccccc1	i	i	-0.1	i	-2	6	i	i	i	i	i
CS(=O)(=O)N(CC(=O)Nc1ccccc1Sc1ccccc1)C1CCCCC1	i	i	-0.5	i	-9	1	i	i	i	i	i
Cc1cc(C(=O)NC(C)C)on1	i	i	-0.1	i	5	-7	i	i	i	i	i
COC(=O)[C@H]1[C@@H](C)N(Cc2ccccc2)C(=O)N[C@H]1c1cccc(C(F)(F)F)c1	i	i	-0.2	i	0	1	i	i	i	i	i
CCOc1ccc(N(Cc2ccc(OC)cc2)C(=O)c2ccco2)cc1	i	i	0.0	i	5	13	i	i	i	i	i
COc1ccccc1Nc1nc(N)nc(CN2CC(C)CC(C)C2)n1 (configuration not stated)	i	i	-0.2	i	-1	-6	i	i	i	i	i
Cc1cccc(-c2nc(CS(=O)CC(=O)NC3CCCC(C)C3C)c(C)o2)c1 (configuration not stated)	i	i	-0.1	i	-3	0	i	i	i	i	i
O=C(CCCc1ccccc1)NCc1cccnc1	i	i	0.4	i	-3	-2	i	i	i	i	i
CC(=O)N(c1cccc(C)c1)S(=O)(=O)c1ccc(Cl)cc1	i	i	-1.0	i	-9	-4	i	i	i	i	i
Cc1nc(N2CCCC2)c2nnn(Cc3ccccc3Cl)c2n1	i	i	.	i	13	-1	i	i	i	i	i
Cc1ccc(NC(=O)C2C3/C=C\CCCCC32)cc1 (configuration not stated)	i	i	1.6	i	5	-1	i	i	i	i	i
COc1cc(C2C(C(=O)c3cccs3)=C(O)C(=O)N2CCN2CCOCC2)cc(OC)c1OC (configuration not stated)	i	i	-1.3	i	-4	0	i	i	i	i	i
O=C(c1cccs1)N1CCN=C1SCc1ccccc1	i	i	-1.5	i	4	-2	i	i	i	i	i
CC(C)OCCCNC(=O)c1ccncc1	i	i	-0.2	i	-10	-3	i	i	i	i	i
CCOc1ccc(-c2c(C(=O)N/N=C(\C)c3ccccc3OC)nnn2-c2nonc2N)cc1	i	i	0.3	i	-2	4	i	i	i	i	i
COc1ccc(Cl)cc1-c1nc(-c2ccc(Br)o2)no1	i	i	0.0	i	1	4	i	i	i	i	i
COc1ccccc1N(C)S(=O)(=O)c1ccc(C(=O)Nc2ccncc2)cc1	i	i	0.1	i	3	-4	i	i	i	i	i
O=C(O)c1ccc(CNC(=O)c2ccc(Br)o2)cc1	i	i	-0.3	i	10	-7	i	i	i	i	i
O=c1[nH]c2ccc(Cl)cc2c(=O)n1Cc1ccco1	i	i	-0.3	i	8	7	i	i	i	i	i
CCc1ccc(OCC(O)CN2CCN(CCO)CC2)cc1 (configuration not stated)	i	i	-0.1	i	-5	3	i	i	i	i	i
O=C1c2ccccc2CN1C(CO)Cc1ccccc1 (configuration not stated)	i	i	-0.5	i	-2	4	i	i	i	i	i
O=C(NC1CCCCCCC1)c1ccc(Br)cc1	i	i	2.9	i	10	-9	i	i	i	i	i
O=C(COC(=O)c1cc(S(=O)(=O)N2CCCCC2)ccc1N1CCOCC1)c1ccc(Cl)cc1	i	i	0.7	i	18	1	i	i	i	i	i
O=C(O)c1cccc(N2C(=O)c3cc([N+](=O)[O-])cc4cc([N+](=O)[O-])cc(c34)C2=O)c1	i	i	-2.9	i	19	-5	i	i	i	i	i
C#C[C@]1(O)CC[C@H]2[C@@H]3CCc4cc(OC)ccc4[C@H]3CC[C@@]21C	i	i	-0.8	i	3	1	i	i	i	i	i
O=C(c1ccc(Br)o1)N1CCN(Cc2ccccc2Cl)CC1	i	i	1.4	i	18	1	i	i	i	i	i
CCOc1ccc(NC(=S)Nc2ccc(C)c([N+](=O)[O-])c2)cc1	i	i	0.4	i	1	1	i	i	i	i	i
CCCCCCCNC1=CC(=O)CC(c2ccccc2)C1 (configuration not stated)	i	i	-0.4	i	-7	15	i	i	i	i	i
COCCN(CCOC)C(=O)Nc1ccc(Cl)cc1	i	i	1.0	i	-2	-16	i	i	i	i	i
CCN(CC(=O)Nc1ccc2c(c1)OCCO2)C(=O)/C=C/c1ccc(F)cc1	i	i	0.9	i	-2	-4	i	i	i	i	i
COc1ccc(NC(=O)CCOc2ccccc2C)cc1S(=O)(=O)N1CCCCC1	i	i	-1.7	i	0	1	i	i	-5.4*	i	i
O=C(O)c1sc2ncccc2c1OCc1ccccc1	i	i	0.0	i	-12	-3	i	i	i	i	i
COC(=O)CC1COc2ccccc2N1C(=O)c1ccc(Br)cc1 (configuration not stated)	i	i	-0.5	i	-13	-10	i	i	i	i	i
C=CCn1c(O)c(N=O)c2ccccc21	i	i	-0.1	i	5	-1	i	i	i	i	i
O=C(CN1CCN(Cc2ccccc2Cl)C1=O)NC1CCCCCCC1	i	i	-0.2	i	8	-11	i	i	i	i	i
CC(C(c1ccc2c(c1)OCO2)c1c(N)n(C)c(=O)n(C)c1=O)[N+](=O)[O-] (configuration not stated)	i	i	-0.5	i	7	-6	i	i	i	i	i
COc1ccc(C2CC(=O)c3c([nH]c(C(=O)OC(C)C)c3C)C2)cc1OC (configuration not stated)	i	i	.	i	2	0	i	i	i	i	i
CCN(C(=O)COC(=O)c1nc(Cl)ccc1Cl)C1CCS(=O)(=O)C1 (configuration not stated)	i	i	0.0	i	8	1	i	i	i	i	i
Cc1ccc(S(=O)(=O)N(Cc2ccc([N+](=O)[O-])cc2)C(=O)N2CCN(C)CC2)cc1	i	i	3.9	.	1	-1	i	i	.	i	.
C=CCNC(=O)COC(=O)c1ccccc1C(=O)N(C)C1CCCCC1	i	i	0.1	i	-5	-2	i	i	i	i	i
COc1ccc(N2CCN(CCCn3c(=S)[nH]c4ncccc4c3=O)CC2)cc1	i	i	0.2	i	-14	-8	i	i	i	i	i
O=C(O)CCC(=O)N1N=C(c2ccco2)CC1c1cccs1 (configuration not stated)	i	i	-0.2	i	-3	-2	i	i	i	i	i
Cn1cc(C(=O)N/N=C/C2=C(N3CCOCC3)C(=C\c3ccccc3)/CC2)ccc1=O	i	i	-0.1	i	-10	-11	i	i	i	i	i
COc1ccc(OCC(=O)NNC(=O)c2nn(C)c(=O)c3ccccc23)cc1	i	i	-0.2	i	12	-10	i	i	i	i	i

Continuation.
SMILES	TRPC6 activator	RGS4 act	HIF act	MrgX1 agonist	SKKanGAS inh	Platelet DG rel	TRPC6 inh	TRPC4 inh	MrgX1 antagonist	RGS4 inh	MrgX1 PAM
OC(c1ccc(Cl)cc1)c1nccc2ccccc12 (configuration not stated)	i	i	1.4	i	0	5	i	i	i	i	i
CCOc1ccc(CCNC(=O)COC(=O)Cn2cnc3ccccc3c2=O)cc1OCC	i	i	-0.3	i	4	7	i	i	i	i	i
O=c1cc(Cl)[nH]c(=O)n1CCNc1ncc(C(F)(F)F)cc1Cl	i	i	1.8	i	19	11	i	i	i	i	i
O=C(NCc1ccco1)c1cccc(S(=O)(=O)N2CCc3ccccc32)c1	i	i	-0.2	i	4	-16	i	i	i	i	i
COC(=O)c1ccc(-c2nc(-c3ccc(Br)o3)no2)cc1	i	i	1.2	i	-2	6	i	i	i	i	i
CC(Cc1cccs1)NC(=O)Nc1ccc([N+](=O)[O-])cc1 (configuration not stated)	i	i	0.8	i	-14	-10	i	i	i	i	i
Cc1cc(NC(=O)C2CC=CCC2C(=O)O)no1 (configuration not stated)	i	i	-0.3	i	-5	1	i	i	i	i	i

From PubChem
